Assay outcomes from PubChem BioAssay.
RNase H inhibition – RNase H inhibition, HIV 1 Gag Pol polyprotein, FRET biochemical assay, screening (AID 372); one-dose inhibition, % at 10 µM; IC50 in µM for titrated hits; HIV-1 RT RNase H, FRET RNA/DNA substrate fluorescence; higher % means a stronger effect; 100,000 tested, 0.77% active; in the data active = inhibition above about 50%
* hit, by the source's call. Not all compounds are listed; the hit share may differ from the screen's.

compound | RNase H inhibition
O=C(c1cc2n(n1)C(C(F)(F)F)CC(c1ccccc1)N2)N1CCCc2ccccc21 (centres undefined) | 18%
O=C(O)c1ccccc1-c1ccccc1C(=O)Nc1ccc(-c2nc3ccccc3o2)cc1 | 0%
Cc1cccc(C(=O)Nc2cc(C(N)=O)cc(C(N)=O)c2)c1 | 11%
COc1cc(C2C(C(=O)OCC3CCCO3)=C(C)NC3=C2C(=O)CC(C)(C)C3)ccc1O (centres undefined) | 3%
CN1CCN(C(=S)Nc2ccccc2)CC1 | 1%
CC(Oc1ccccc1)C(=O)Nc1ccccc1C(=O)O (centres undefined) | 0%
C=CCc1cccc2cc(C(=O)OCC(=O)c3ccccc3)c(=O)oc12 | 7%
O=C(NC(=S)N1CCCCC1)c1ccc(Br)cc1 | 12%
O=c1c2ccccc2nc(/C=C/c2c(O)ccc3ccccc23)n1-c1ccc(O)cc1 | 9%
CCOC(=O)C1=C(O)/C(=C\c2ccc(OC)cc2)SC1=Nc1cccc(Cl)c1 | 0%

The list goes on.
compound | RNase H inhibition
CCCC(=O)Nc1ccccc1C(=O)N(C1CCCCC1)C1CCCCC1 | 1%
O=C(O)Cc1ccc(OCCCCOc2ccc(CC(=O)O)cc2)cc1 | 12%
COc1ccc(/C=N\N2CCN(c3ccccc3OC)CC2)cc1OC | 7%
O=C(Nc1ccc(Cl)c(Cl)c1)Nc1ccc(Br)cn1 | 3%
Cc1ccc(NC2=NC3(CCCCC3)N=C(N)N2)c(C)c1 | 2%
O=C1CC(c2ccccc2)CC(O)=C1C=NCCO (centres undefined) | 19%
CCOC(=O)COc1ccc(/C=C(/C#N)C(=O)Nc2ccccc2C)cc1 | 8%
Cc1ccc(N2C(=O)/C(=C/c3ccc(Cl)cc3)SC2=S)cc1C | 5%
CCOCCOC(=O)C1=C(C)NC2=C(C(=O)CC(c3cccs3)C2)C1c1ccc(F)cc1 (centres undefined) | 6%
Cc1cccc(C)c1OCCOCCN1CCCC1 | 0%

New compounds follow:
compound | RNase H inhibition
CC1CCCN(Cc2c(O)ccc3cc(-c4nc5ccccc5[nH]4)c(=O)oc23)C1 (centres undefined) | 0%
Cc1cccc(C(=O)Nc2sc3c(c2C(=O)NCc2ccco2)CCC3)c1 | 18%
COc1ccc(S(=O)(=O)N(CC(=O)N/N=C(\C)c2ccccc2O)c2cc(C)cc(C)c2)cc1OC | 14%
Cc1cc(NC(=O)c2ccc(-c3cc(Cl)ccc3Cl)o2)ccc1NC(=O)c1ccco1 | 9%
Cc1ccccc1Cn1c(C)c(/C=C2\SC(N)=NC2=O)c2ccccc21 | 29%
CSc1nc2c(c(=O)n1CC1CCCC1)C1(CCCC1)Cc1ccccc1-2 | 6%
COc1ccc(C(=O)Oc2cc(C=C3C(=O)NC(=S)NC3=O)ccc2OC)cc1 | 6%
COc1ccc(OC)c(/C=C/C(=O)c2ccc(Br)cc2)c1 | 13%
COC(=O)c1ccccc1NC(=O)CN(c1ccc([N+](=O)[O-])cc1)S(=O)(=O)c1ccccc1 | 20%
O=c1oc2cc(O)ccc2cc1-c1nnc(Nc2ccc(Cl)cc2)s1 | 19%

Remaining list, next part
compound | RNase H inhibition
CCOC(=O)C1=C(C)NC(=O)NC1c1sccc1C (centres undefined) | 0%
Oc1ccc(Br)cc1C=NCc1ccco1 | 12%
O=C(Nc1nnc(COc2ccc([N+](=O)[O-])cc2)s1)Nc1ccc(Cl)cc1Cl | 43%
Cc1c(Cl)cccc1NC(=O)CCN1CCc2ccccc2C1 | 9%
Cc1cc(-c2ccc(NC(=O)c3cccs3)c(C)c2)ccc1NC(=O)c1cccs1 | 0%
CCN(CC)c1ccc(C=NN2CCN(Cc3ccccc3)CC2)cc1 | 13%
NS(=O)(=O)c1ccc(-c2ccc(/C=C3/SC(=S)N(CC(=O)O)C3=O)o2)cc1 | 4%
O=C(N/N=C/c1ccccc1Cl)c1cccc(F)c1 | 0%
O=[N+]([O-])C1=Cc2ccccc2OC1c1c(Cl)cccc1Cl (centres undefined) | 7%
CCN(CC)CCCCCOc1ccccc1C(C)(C)C | 8%

The list continues:
compound | RNase H inhibition
COc1ccc(NCN2C(=O)C3C4C=CC(C4)C3C2=O)cc1 (centres undefined) | 0%
COc1cccc2c1NC1CC(C)CCC1C2(C)C (centres undefined) | 10%
COc1ccc(N(CC(=O)NC(C)(C)C)S(=O)(=O)c2ccccc2[N+](=O)[O-])c(OC)c1 | 24%
COc1ccccc1C(=O)Nc1nc2ccc(S(C)(=O)=O)cc2s1 | 12%
C=CCc1ccccc1OCCOc1ccccc1/C=C1/SC(=S)N(C)C1=O | 29%
COc1ccc(S(=O)(=O)Oc2c(Cl)cc(Cl)c3cccnc23)cc1OC | 12%
Cc1cc2ncn(C(=O)c3c(-c4c(Cl)cccc4Cl)noc3C)c2cc1C | 10%
CCOC(=O)c1ccc(NC(=O)c2ccc(N3C(=O)c4ccccc4C3=O)cc2)cc1 | 3%
COC(=O)C1=CN(Cc2ccc(C)cc2)C=C(C(=O)OC)C1c1cc(OC)c(OC)c(OC)c1 | 16%
COc1cc(C)ccc1OCCCOc1ccc(Br)cc1 | 23%

(list continues)
compound | RNase H inhibition
C/C(=N\NC(=O)CCc1ccccc1)c1ccc(F)cc1 | 0%
Cc1ccc(C(=O)C(NC(=O)c2ccco2)Nc2ccccc2F)cc1 (centres undefined) | 8%
O=C(Nc1cccc(C(F)(F)F)c1)C1(c2ccccc2)CC1(Cl)Cl (centres undefined) | 0%
CC/C(=N/NC(=O)c1ccccc1I)c1ccc(O)cc1 | 3%
CCOC(=O)c1c(N)sc(C(=O)Nc2ccccc2OC)c1C | 11%
On1c(-c2ccc(F)cc2)nc2c1CCc1nonc1-2 | 10%
Cc1ccc2oc(-c3ccc(NC(=O)c4ccc(Br)o4)cc3)nc2c1 | 22%
Cc1ccc(OCC(O)CN2CCN(Cc3ccc4c(c3)OCO4)CC2)cc1C (centres undefined) | 6%
O=S(=O)(c1ccc2c(c1)OCCO2)N1CCCC1 | 7%
Cc1ccc(/C(O)=C2/C(=O)C(=O)N(CCCCCC(=O)O)C2c2ccccc2F)cc1 (centres undefined) | 0%

More structures:
compound | RNase H inhibition
O=C1NC(=S)N(C(=O)c2ccc(F)cc2)/C1=C/c1ccc2c(c1)OCO2 | 0%
O=[N+]([O-])c1cccc(S(=O)(=O)NCc2ccc(Cl)cc2)c1 | 8%
O=C(Nc1ccccc1F)c1ccc(C(=O)Nc2ccccc2F)cc1 | 0%
C/C(=N\N1CCN(Cc2cccc3ccccc23)CC1)c1cccnc1 | 13%
COc1cc(/C=C2\C(=O)NC(=O)N(c3ccccc3C)C2=O)cc(Br)c1O | 5%
CCCOC(=O)c1ccc(NC(=S)NC(=O)c2ccccc2Br)cc1 | 16%
COc1cc(/C=N/NC(=O)c2ccncc2)ccc1OC(=O)c1cc(OC)c(OC)c(OC)c1 | 15%
CCCCCn1c(/N=C/c2c(O)ccc3oc4c(c23)CCCC4)nc2ccccc21 | 16%
Cc1ccc(N(CC(=O)NCc2cccnc2)S(C)(=O)=O)cc1 | 6%
COc1ccc(CCN(C(=S)Nc2ccc(F)cc2)C2CC(=O)N(c3ccccc3)C2=O)cc1 (centres undefined) | 10%

Going on with the list:
compound | RNase H inhibition
COc1ccccc1C(=O)NC(NC(=O)c1ccccc1OC)c1cccc([N+](=O)[O-])c1 | 0%
COc1ccc(/C=N/NC(=O)c2cc(C(C)(C)C)[nH]n2)cc1 | 13%
COc1cccc(OCCOCCOc2ccc(C)cc2C)c1 | 2%
COc1ccc2c(c1)-c1c(ssc1=S)C(C)(C)N2C(=O)CC(C)C | 27%
CCC(=O)N/C(N)=N\c1nc(C)c2cc(C)cc(C)c2n1 | 0%
Cc1cc(OCC(=O)Nc2sc3c(c2C#N)CCCC3)c(C(C)C)cc1Cl | 11%
Cc1ccc(N(CC(=O)NCCSCc2ccccc2)S(=O)(=O)c2ccc(F)cc2)cc1 | 15%
CCOC(=O)C1=C(C)NC2=C(C(=O)CCC2)C1c1ccc(C(=O)OC)cc1 (centres undefined) | 10%
COc1ccc(-c2nc3ccccc3o2)cc1NC(=O)/C=C/c1ccco1 | 5%
Cc1ccc(C(=O)Nc2ccc(-c3nc4cc(Cl)ccc4o3)c(O)c2)cc1[N+](=O)[O-] | 4%

Part of the list above in another layout.
COc1ccc(N(CC(=O)NC(C)(C)C)S(=O)(=O)c2ccccc2[N+](=O)[O-])c(OC)c1
  RNase H inhibition = 24%

COc1ccccc1C(=O)Nc1nc2ccc(S(C)(=O)=O)cc2s1
  RNase H inhibition = 12%

C=CCc1ccccc1OCCOc1ccccc1/C=C1/SC(=S)N(C)C1=O
  RNase H inhibition = 29%

COc1ccc(S(=O)(=O)Oc2c(Cl)cc(Cl)c3cccnc23)cc1OC
  RNase H inhibition = 12%

Of the compounds above, these contain a CF3 group.
compound | RNase H inhibition
O=C(c1cc2n(n1)C(C(F)(F)F)CC(c1ccccc1)N2)N1CCCc2ccccc21 (centres undefined) | 18%
O=C(Nc1cccc(C(F)(F)F)c1)C1(c2ccccc2)CC1(Cl)Cl (centres undefined) | 0%

Going on with the list.
compound | RNase H inhibition
Cn1cnc2cc(N=Cc3cccc([N+](=O)[O-])c3)ccc21 | 0%
COc1cc(CN=Cc2c(O)n(-c3ccc(F)cc3)c(=O)[nH]c2=O)cc(OC)c1 | 8%
COC(=O)c1sccc1NC(=O)c1ccc(C)c([N+](=O)[O-])c1 | 16%
C(=N\Nc1cc(N2CCCCC2)ncn1)/c1ccco1 | 0%
O=CN1CCN(c2nc(-c3ccccc3)c3cc(Br)ccc3n2)CC1 | 20%
O=C(N/N=C1\CCSC1)c1cc(Cl)ccc1O | 6%
O=C(COc1ccc(Br)cc1Cl)NCCc1ccccc1 | 16%
O=C(NN1C(=O)c2ccccc2C1=O)c1ccccc1O | 0%
COc1ccccc1NC(=O)C1=C(C)NC(SCC(=O)c2ccccc2)=C(C#N)C1c1ccccc1 (centres undefined) | 14%
O=C(Nc1nc(-c2ccccc2)cs1)c1ccc(S(=O)(=O)N2CCOCC2)cc1 | 4%

(next part)
compound | RNase H inhibition
O=[N+]([O-])c1ccc(Cl)cc1-c1nc(-c2ccccc2)c(-c2ccc(Sc3ccccc3)cc2)[nH]1 | 24%
CCOC(=O)C1=C(C)N=c2s/c(=C\c3ccc(OCc4ccc([N+](=O)[O-])cc4)c(OC)c3)c(=O)n2C1c1ccc(Cl)cc1 (centres undefined) | 3%
c1ccc(-c2nnnn2-c2ccccc2)cc1 | 6%
COc1ccc(C=Nc2cccc(Cl)c2C)cc1OC | 7%
CC(C)CSc1nc(O)c(C(c2ccccc2)c2ccccc2)c(=O)[nH]1 | 5%
O=C(Nc1ccc2c(c1)C(=O)c1ccccc1C2=O)c1cccc(Cl)c1 | 60%*
Cc1ccc(C(O)(c2ccccc2)c2nc3ccccc3n2C)cc1 (centres undefined) | 14%
CCN(CC)CCN(CC)C1CCC(c2ccccc2)CC1 (centres undefined) | 4%
NC1=NC(=O)/C(=C/c2ccccc2OCc2ccc([N+](=O)[O-])cc2)S1 | 47%
O=C1C(=Cc2cccn2-c2ccc(Br)cc2)C(=O)c2ccccc21 | 1%

The list goes on; the last two above are carried over.
compound | RNase H inhibition
NC1=NC(=O)/C(=C/c2ccccc2OCc2ccc([N+](=O)[O-])cc2)S1 | 47%
O=C1C(=Cc2cccn2-c2ccc(Br)cc2)C(=O)c2ccccc21 | 1%
COc1cc(C=O)ccc1OCc1ccc(C(=O)O)cc1 | 14%
O=C1NC(=S)N(c2cccc(Cl)c2Cl)C(=O)/C1=C/c1ccc(Cl)cc1 | 10%
COc1cc(C(=O)NCCc2cccc(Cl)c2)cc(OC)c1OC | 8%
COc1ccc(OC)c(NC(=O)c2ccc(I)cc2)c1 | 4%
Oc1ccccc1N=Cc1ccc(-c2cccs2)s1 | 22%
CCOc1ccccc1N(CC(=O)N/N=C(\C)c1cccc(NC(=O)c2ccccc2)c1)S(=O)(=O)c1ccccc1 | 5%
COc1ccc2oc3ccc(OC)cc3c(=O)c2c1 | 0%
Cc1cc(C)c(N=Cc2c(O)n(-c3ccccc3C)c(=O)[nH]c2=O)c(C)c1 | 0%
CC(=O)c1ccc(NC(=O)/C=C/c2ccccc2Cl)cc1 | 14%
COc1ccccc1C(=O)N1CCN(C(c2ccccc2)c2ccccc2)CC1 | 12%

Going on with the list.
compound | RNase H inhibition
CCc1cc2c(N3CCN(Cc4ccc(Cl)cc4Cl)CC3)ncnc2s1 | 21%
CCOc1cccc2c1NC(C)(C)C(=S)C2=C1SC(C(=O)OC)=C(C(=O)OC)S1 | 10%
O=C(c1ccccc1)N1CCCC2CCCCC21 (centres undefined) | 4%
N#CCCN(CCc1ccccc1)S(=O)(=O)c1ccc(-c2ccc([N+](=O)[O-])cc2)cc1 | 2%
CCc1cc(=O)oc2c(C)c(OCc3cc4c(cc3Cl)OCO4)ccc12 | 4%
Cc1ccc(N2C(=O)c3ccccc3C2=O)cc1F | 1%
CN1CCN(S(=O)(=O)c2ccc(N3C(=O)c4ccccc4C3=O)cc2)CC1 | 0%
CCc1ccc(OCC(=O)Nc2c(C)ccc3nsnc23)cc1 | 9%
Cc1ccc(NC(=O)c2ccc3c(c2)C(=O)N(c2ccc(Sc4ccc([N+](=O)[O-])cc4)cc2)C3=O)cc1C | 6%
CCOC(=O)c1cnc2cc(-c3ccc(Br)cc3)nn2c1N | 20%

The list continues:
compound | RNase H inhibition
O=C(COc1ccccc1)N1CCCCC1 | 2%
CCCCCCC(=O)N/N=C/c1ccc(Br)cc1 | 4%
CC1=C(C)CC2C(=O)N(c3cccc(C)c3C)C(=O)C2C1 (centres undefined) | 9%
O=S(=O)(c1ccccc1)N(Cc1ccccc1)c1ccccn1 | 38%
CCOC(=O)c1sc2ncn(/N=C/c3ccc(O)cc3)c(=O)c2c1C | 11%
O=C(Cn1c(C(=O)c2ccccc2)nc2ccccc21)c1ccc(Br)cc1 | 9%
COc1ccccc1OCCOc1ccc(/C=C2/SC(=S)N(C)C2=O)cc1 | 5%
COc1ccc(OC)c(N=Cc2c(O)n(-c3ccc(F)cc3)c(=O)[nH]c2=O)c1 | 0%
CCN1C(=O)/C(=C/c2c(C)n(Cc3ccccc3Cl)c3ccccc23)SC1=S | 14%
CCOC(=O)c1c(NC(=O)/C=C/c2ccc3c(c2)OCO3)sc(C)c1C | 2%
CC12CCCCC1C2C(=O)N/N=C\c1cc2c(cc1Br)OCO2 (centres undefined) | 6%
